LYP phosphatase: PTPN22 lymphoid phosphatase activity blockers – biochemical, fluorescence intensity, uHTS (AID 1779); hit rate 0.054% among 290,000; one-dose inhibition, % at 11.5 µM; IC50 in µM for titrated hits; recombinant LYP phosphatase, fluorescence intensity; higher % means a stronger effect;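 note: plate controls were vehicle with enzyme for no effect and no enzyme for full effect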
human PMI inhibition: inhibitors of human PMI, primary screen, biochemical, fluorescence intensity, coupled assay (AID 1209); purified PMI enzyme, coupled fluorescence intensity; higher % means a stronger effect; inhibition, % at 20 µM; hits with a dose series show IC50 in µM; hit rate 0.42% among 190,000;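 note: plate controls were DMSO vehicle for no effect and wells lacking substrate for full effect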
XIAP antagonists: XIAP antagonists, biochemical, IAP family, fluorescence polarization (AID 1018) | XIAP BIR domain, fluorescence polarization peptide displacement; higher % means a stronger effect | one-dose displacement, % at 20 µM; IC50 in µM for titrated hits | hit rate 0.007% among 200,000; in the data active = displacement above about 50%; note: a part of the inactive calls stands beside numbers as strong as those of hits
P. falciparum M1AAP: malaria alanyl aminopeptidase activity blockers – biochemical, fluorogenic H-Leu-NHMec substrate, 1536-well (AID 1445) | recombinant M1AAP, H-Leu-NHMec fluorogenic kinetic assay; higher % means a stronger effect | one-dose inhibition, % at 30 µM; IC50 in µM for titrated hits | hit rate 0.42% among 220,000;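 active = primary inhibition above the hit cutoff, then over 50% inhibition at one or more dose response concentrations, cut at about 23% in these data, passing the limit was not always enough; inconclusive = conflicting primary data, or primary hits not chosen for dose response; inactive = low primary inhibition, or under 50% at every dose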;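 note: plate controls were DMSO full reaction for no effect and no enzyme background for full effect; strong numbers were not always called active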
SIAH1 antagonists: Siah-1 peptide-binding antagonists, primary screen, biochemical, fluorescence polarization, rhodamine-plectin, uHTS (AID 1817). one-dose displacement, % at 20 µM; IC50 in µM for titrated hits. Siah-1 / rhodamine-plectin peptide fluorescence polarization; higher % means a stronger effect. hit rate 0.02% among 290,000;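 active = displacement of at least 50% at 20 µM, with a fluorescence ratio check between 0.3 and a set limit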;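 note: plate controls were Siah plus tracer with DMSO for no effect and tracer alone without Siah for full effect; strong numbers were not always called active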
AID2073: disruptors of CaV2.2 binding to Mint1 – biochemical, HTRF (AID 2073) | HTRF protein-protein interaction, Mint1-CaV2.2; higher % means a stronger effect | inhibition, % at 20 µM; hits with a dose series show IC50 in µM | hit rate 0.19% among 290,000; in the data active = inhibition mostly above about 51%, no sharp cut-off; inconclusive = no clear call, values can overlap the other calls; inactive = mostly below about 53%; note: some results filed as inactive read as strong as hits
P. falciparum M17LAP: P. falciparum M17LAP inhibitors, primary screen, biochemical, fluorogenic H-Leu-NHMec substrate, 1536-well (AID 1619) | recombinant M17LAP, H-Leu-NHMec fluorogenic kinetic assay; higher % means a stronger effect | hit rate 0.38% among 220,000 | inhibition, % at 30 µM; hits with a dose series show IC50 in µM;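 active = compound inhibiting the enzyme by more than half at any dose during confirmatory dose-response retesting; inconclusive = strong single-dose inhibitors picked by rank but not retested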;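 note: plate controls were full reaction with DMSO carrier for no effect and no enzyme background for full effect; strong numbers were not always called active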
human PMI inhibitors: MPI inhibition at elevated mannose 6-phosphate – biochemical, fluorescence intensity, high mannose 6-phosphate, primary screen (AID 1220); recombinant PMI enzyme, coupled fluorescence intensity; higher % means a stronger effect; hit rate 0.66% among 190,000; inhibition, % at 20 µM; hits with a dose series show IC50 in µM
Dynein cargo inh: blocks dynein driven cargo transport along microtubules. 3617.4 mouse cells, GR-EGFP nuclear translocation imaging; test concentration mostly 20 µM; stimulated with dexamethasone, 1 µM; hits give low values. z-score, hits read low. hit rate 0.47% among 220,000;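 active = plate z-score of nuclear minus cytoplasmic receptor signal below a set negative limit, without overly bright fluorescence or cell loss, cut at about -3.5 in these data, passing the limit was not always enough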;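 note: z-score of nuclear minus cytoplasmic ring GR-EGFP intensity difference per well; some compounds called inactive have numbers as strong as hits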
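Buffer or medium – tet-free medium with charcoal-stripped serum · Signal – automated 10x imaging of fixed Hoechst-stained cells · Also added – dexamethasone agonist, 1.0 µM final, for 30 min · Incubation – induction 48 h, compound 1 h, agonist 30 min · Read-out – GR-EGFP nuclear translocation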
Dynein cargo inh cytoplasmic EGFP: further read-out of Dynein cargo inh, marked with its call; z-score; measured here: cytoplasmic GR-EGFP intensity; hits give high values
Dynein cargo inh nuclear GR-EGFP: recorded beside Dynein cargo inh, whose call it bears; z-score; measured here: nuclear GR-EGFP intensity;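 lower value marks the stronger effect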
Dynein cargo inh cell count: also measured in Dynein cargo inh; calls as there; z-score; measured here: cell count per field
* marks the source's active call; other numbers are inactive results; ? = inconclusive; / = no result given. Cut-off read from the data, not from the text of the source, unless noted: active = inhibition above about 50%; inactive = the rest.

smiles	LYP phosphatase	human PMI inhibition	XIAP antagonists	P. falciparum M1AAP	SIAH1 antagonists	AID2073	P. falciparum M17LAP	human PMI inhibitors	Dynein cargo inh	Dynein cargo inh cytoplasmic EGFP	Dynein cargo inh nuclear GR-EGFP	Dynein cargo inh cell count
C/C(N)=C(/C#N)C(=O)CSc1nc2ccccc2c(=O)n1Cc1ccc(C)cc1	0%	7%	-43%	-14%	-2%	50%	-6%	3%	1	-0.17	0.56	-0.88
Cc1c(C(=O)OCC(C)C)[nH]c2c1C(=O)CC(c1ccco1)C2 (stereo unspecified)	5%	15%	-7.7%	12%	0%	28%	-3%	8%	-0.7	0.94	-0.11	-0.68
COC(=O)Cc1ccc(NC(=S)N2CCCC(C)C2)cc1 (stereo unspecified)	-8%	-9%	-5.0%	4%	-8%	-27%	-4%	-15%	-0.37	-0.3	-0.56	0.71
CCN(Cc1ccccc1)c1ccc(N=Nc2nn(C)c(C)c2[N+](=O)[O-])cc1	3%	18%	8.0%	3%	3%	38%	1%	6%	-0.22	-0.25	-0.36	-0.028
CC1=C(C(=O)Nc2ccccn2)C(c2cccnc2)n2nnnc2N1 (stereo unspecified)	-7%	0%	-5.3%	3%	-2%	0%	16%	1%	-0.64	-0.35	-0.15	0.68
Nc1ccc(/C=C/C(=O)c2cccs2)cc1	1%	3%	-5.1%	10%	3%	8%	13%	1%	3.5	2.9	2.2	0.95
CC(C)CCNC(=O)C1CCC(CNc2c(N3CCC(C)CC3)c(=O)c2=O)CC1 (stereo unspecified)	-4%	/	/	2%	2%	6%	12%	/	-0.47	0.26	0.27	0.6
CC(=O)c1ccc(N2CCN(c3ccc(S(=O)(=O)NCCCN(C)C)cc3[N+](=O)[O-])CC2)cc1	2%	-13%	-5.7%	4%	-10%	-7%	11%	-5%	-1.3	-0.39	-0.25	1.2
Cn1ncc2c(NNC(=O)c3ccc(Cl)cc3Cl)ncnc21	-3%	/	-1.2%	-20%	3%	2%	6%	/	-0.064	-0.13	0.075	-0.67
c1ccc(-c2ccccc2OCCN2CCCCC2)cc1	-7%	-9%	-5.6%	-6%	0%	10%	0%	-12%	0.49	-0.25	-0.14	-0.58
NNC(=O)c1ccc2c(c1)S(=O)(=O)NNC2=O	-3%	-90%	-11%	8%	1%	-1%	4%	-189%	0.12	-0.38	-0.076	0.07
CCN1CCCC1CN(Cc1cc2cc(C)cc(C)c2[nH]c1=O)C(=O)Nc1ccccc1OC (stereo unspecified)	15%	-3%	-5.0%	/	0%	13%	/	20%	/	/	/	/
COc1ccc(-c2csc(NC(=O)c3ccc(S(=O)(=O)N4CCc5ccccc5C4)cc3)n2)cc1	1%	15%	-5.8%	3%	-1%	33%	8%	12%	-0.47	-0.32	-0.61	0.71
O=C(c1ccccc1)c1ccc2c(c1)OCCCO2	-4%	/	/	1%	1%	-15%	-6%	/	2.7	-0.26	1.5	-1.7
CCCCn1c(N)nc2ccccc21	1%	-1%	0.4%	4%	-1%	25%	9%	0%	0.44	-0.058	0.12	-0.74
CCNc1nc(C23CC4CC(CC(C4)C2)C3)cs1	-2%	-17%	-3.1%	8%	-9%	-14%	5%	-12%	0.43	-0.25	0.39	-0.4
O=C(NCc1ccccc1)c1cc2nc(C3CC3)cc(C(F)(F)F)n2n1	0%	-5%	1.3%	8%	0%	2%	6%	-2%	0.4	-0.0084	0.61	-1.3
Cc1ccnc(NC(=O)c2cc3ccccc3oc2=O)c1	-1%	-8%	-3.4%	0%	4%	-4%	3%	4%	0.051	-0.24	-0.45	0.16
N/C(=N\OC(=O)c1cccs1)c1ccc(Cl)cc1	-8%	/	/	-1%	-6%	-2%	7%	/	0.95	-0.17	0.96	-0.28
COC(=O)c1ccc2c(=O)n3c(nc2c1)SCC(c1ccccc1)=N3	-5%	-1%	-0.6%	-3%	-8%	22%	9%	-4%	-0.33	-0.21	-0.15	0.056
N#CSCC(=O)c1cccc2ccccc12	3%	38%	-4.9%	6%	-2%	-12%	16%	40%	-2.4	0.27	-1.5	0.93
C/C(=N/NC(=O)c1ccccn1)c1ccco1	-3%	8%	-2.5%	0%	-3%	0%	23%	9%	0.25	-0.21	-0.067	0.38
O=C(NC(=O)N1CCN(C(c2ccccc2)c2ccccc2)CC1)c1ccccc1	0%	/	/	2%	10%	3%	-5%	/	-0.6	0.044	0.33	0.6
CC1(C)Cc2nc(-c3ccccc3)nc(NNC(=O)c3ccco3)c2CO1	-6%	/	/	0%	-1%	-8%	4%	/	-0.65	-0.22	0.26	0.58
COc1cc(O)oc1C=Nc1ccc(Cl)cc1Cl	0%	-7%	-11%	-1%	-2%	-6%	5%	-2%	-0.81	-0.2	-0.43	0.16
COc1ccc(C(CNc2ccc(S(=O)(=O)N3CCCC3)cc2[N+](=O)[O-])N2CCCC2)cc1 (stereo unspecified)	4%	5%	1.3%	14%	-4%	18%	-8%	7%	2.6	-0.0098	1.1	-2.1
Cc1ccc2c(Cl)c(C(=O)Nc3ccc4c(c3)OCO4)sc2c1	1%	-7%	-3.7%	2%	0%	34%	-14%	-3%	-0.49	-0.24	-0.2	1.2
O=C(NC1CCCCC1)C(c1ccco1)N(Cc1ccco1)C(=O)c1ccco1 (stereo unspecified)	-3%	-20%	-4.5%	1%	1%	?	-4%	-4%	0.32	-0.22	0.018	0.043
O=C(O)c1ccccc1NS(=O)(=O)c1ccc2c(c1)OCCO2	-11%	-5%	-0.7%	/	0%	-3%	/	-5%	1.8	0.00063	1.9	-2.1
Cn1cnnc1Sc1ccc(CN2CCN(C3CCCC3)C(CCO)C2)o1 (stereo unspecified)	-7%	5%	-9.2%	0%	1%	5%	2%	2%	2.8	-0.2	1.1	-1.3
Cc1c(Cl)cccc1Nc1nc(N)nc(CSC(=S)N2CCOCC2)n1	-9%	-12%	-5.2%	1%	-1%	-11%	-2%	-5%	-0.99	-0.32	-0.46	0.86
S=C(NCCc1ccccc1)N/N=C/c1c(Cl)cccc1Cl	1%	8%	-4.8%	6%	9%	6%	5%	0%	-0.051	-0.25	0.23	0.089
Clc1cccc(NCc2nnc(SCc3ccccc3)o2)c1	5%	7%	-2.6%	-2%	0%	-12%	-3%	6%	-1.1	-0.32	-0.49	0.63
CCCCOC(=O)c1ccc(OC(=O)c2cccnc2)cc1	-3%	4%	-0.7%	4%	2%	1%	-4%	-1%	0.59	-0.32	0.34	-0.11
CCCCCn1c(CNC(=O)CC)nc2ccccc21	-4%	0%	-2.8%	7%	2%	7%	11%	2%	2.7	0.2	2.2	-1.8
CCN(CC)S(=O)(=O)c1ccc(NC(=O)c2nc3nc(C)cc(C)n3n2)cc1	-6%	/	/	/	7%	8%	/	/	0.0018	-0.81	-0.21	-0.024
CCOC(=O)C1CCN(c2c(Nc3cc(C)cc(C)c3)c(=O)c2=O)CC1	-2%	/	/	5%	-5%	6%	17%	/	-0.73	-0.64	-0.62	0.53
CCOC(=O)c1c(-c2ccccc2)nnn1-c1nc(OC)nc(N2CCOCC2)n1	-7%	8%	-5.0%	-6%	7%	-4%	-5%	4%	-0.87	-0.11	-0.59	-0.054
COc1cc2c(cc1OC)CN(C(=O)COc1ccc(C)c(C)c1)CC2	-8%	11%	-3.7%	1%	0%	3%	6%	4%	-0.25	1.3	0.48	2.3
S=C1NCCOCCNC(=S)NCCOCCOCCN1	-7%	-4%	14%	8%	1%	-1%	8%	-4%	-1.4	-0.31	-0.54	0.75
FC(F)(F)c1ccccc1NC(=S)Nc1cccc(Cl)c1	-4%	1%	-0.5%	4%	1%	1%	-6%	-3%	-0.32	-0.17	0.048	0.31
Clc1ccc(OCCCn2ccnc2)c(Br)c1	-4%	-7%	2.3%	3%	4%	-6%	9%	4%	-0.61	1.2	-0.55	0.88
Cc1nc2sc(C(c3ccc(F)cc3)N3CCOCC3)c(O)n2n1 (stereo unspecified)	-3%	-22%	-1.6%	5%	3%	8%	5%	-17%	-0.29	-0.19	-0.08	-0.15
Cc1cc(SCC(=O)OC/C(O)=C(\C#N)c2nc3ccccc3[nH]2)c(C)cc1Br	-4%	-10%	-8.9%	-1%	-12%	24%	-10%	-3%	0.47	0.61	1.1	-2
COc1ccc(C(=O)OCc2cc3cccc(C)c3[nH]c2=O)cc1	-10%	-4%	-7.1%	7%	2%	32%	-7%	-4%	0.13	-0.47	0.33	-0.14
CC(C)NC(=O)c1ccccc1NC(=O)CS(=O)(=O)Cc1ccccc1	-6%	-9%	0.4%	-2%	-4%	15%	5%	-11%	0.05	0.12	-0.053	0.23
CCOC(=O)c1cnc(SC)nc1Sc1ccccc1Cl	-2%	8%	0.3%	-3%	5%	28%	-2%	8%	0.64	-0.13	0.18	0.19
COc1cccc(C(=O)NCC(=O)NNc2ncnc(N)c2[N+](=O)[O-])c1	-6%	7%	-0.7%	-1%	5%	9%	-5%	14%	-0.31	-0.2	0.0063	-0.15
COc1ccc(/C=C/C(=O)O)cc1S(=O)(=O)NC1CCS(=O)(=O)C1 (stereo unspecified)	-1%	14%	-8.3%	7%	4%	-1%	19%	10%	0.028	-0.24	-0.016	-0.15
O=c1[nH]c(CSc2nnc(-c3ccccc3)n2-c2ccccc2)nc2ccccc12	-3%	8%	-2.0%	-5%	-3%	-14%	-12%	8%	-0.74	-0.27	0.13	0.85
Cc1nc2sc(C(c3cccs3)N3CCN(Cc4ccccc4)CC3)c(O)n2n1 (stereo unspecified)	-17%	9%	-7.1%	3%	-3%	8%	3%	4%	-0.38	0.14	0.15	0.092
Nc1ncnc2nc(SCCC(=O)O)[nH]c12	-5%	/	/	2%	-1%	-14%	0%	/	-0.19	-0.21	0.33	-0.74
Cc1c(C2Nc3ccccc3C(=O)N2O)cnn1C (stereo unspecified)	-9%	-54%	-1.7%	-2%	3%	0%	5%	-68%	-0.61	-0.27	-0.24	-0.11

Screening results: PubChem BioAssay, several laboratories

Compounds as they come, and some 2.1% of all compounds hit somewhere here.
